NPY-Y2 PAM-ag – potentiators or agonists of human neuropeptide Y receptor Y2 | P49146 | cells expressing NPY-Y2, potentiator/agonist read-out | activation, % at 3.6 µM | actives 0.45% (n = 220,000); in the data active = activation above about 27%;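 note: cells stimulated with NPY near EC25 plus isoproterenol at EC100; 0% = vehicle plus submaximal agonist and 100% = vehicle plus saturating agonist; some results beyond the cut were filed as inactive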
Target sequence (P49146 whole entry, looked up): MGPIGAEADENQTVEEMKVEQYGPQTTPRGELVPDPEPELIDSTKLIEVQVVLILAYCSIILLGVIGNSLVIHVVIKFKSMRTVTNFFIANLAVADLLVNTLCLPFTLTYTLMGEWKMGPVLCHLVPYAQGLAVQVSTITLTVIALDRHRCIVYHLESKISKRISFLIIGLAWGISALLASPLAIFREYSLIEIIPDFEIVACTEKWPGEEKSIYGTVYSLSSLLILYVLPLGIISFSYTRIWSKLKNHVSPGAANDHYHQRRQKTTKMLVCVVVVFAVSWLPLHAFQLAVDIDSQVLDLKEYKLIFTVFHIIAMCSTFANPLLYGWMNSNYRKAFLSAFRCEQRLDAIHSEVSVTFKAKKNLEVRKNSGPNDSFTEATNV
S1P4 agonist – human S1P4 receptor agonism | activation, % at 4.98 µM | S1P4-expressing cell line, agonist reporter assay | actives 0.35% (n = 220,000) | O95977; in the data active = activation above about 11%;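 note: 0% = DMSO vehicle and 100% = reference agonist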
Target sequence (O95977 whole entry, looked up): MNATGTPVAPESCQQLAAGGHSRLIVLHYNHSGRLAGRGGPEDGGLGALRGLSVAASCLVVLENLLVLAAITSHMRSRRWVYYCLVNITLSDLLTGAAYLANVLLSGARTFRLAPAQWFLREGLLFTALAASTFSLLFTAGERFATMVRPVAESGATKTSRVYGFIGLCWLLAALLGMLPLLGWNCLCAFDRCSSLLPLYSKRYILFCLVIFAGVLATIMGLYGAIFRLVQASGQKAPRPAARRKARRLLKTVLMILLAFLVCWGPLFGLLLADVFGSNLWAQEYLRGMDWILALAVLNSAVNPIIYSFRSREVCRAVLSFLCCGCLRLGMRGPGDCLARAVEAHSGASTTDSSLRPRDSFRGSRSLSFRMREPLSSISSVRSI
S1P4 antag – human S1P4 receptor antagonism | inhibition, % at 4.98 µM | O95977 | S1P4-expressing cells, antagonist mode, reporter read-out | actives 0.26% (n = 220,000); in the data active = inhibition above about 29%;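 note: 0% = wells stimulated with agonist and 100% = vehicle wells without agonist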
BaF3 parental – parental Ba/F3 viability inhibition as JAK2V617F counter-screen; CellTiter-Glo ATP luminescence; inhibition, % at 5.6 µM; actives 1.1% (n = 220,000);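 active = inhibition above a per-campaign cutoff, the mean inhibition of all tested compounds plus 3 SD, cut at about 27% in these data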;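 note: 0% = DMSO wells and 100% = JAK Inhibitor I control wells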
CHOP inhibitor – inhibitors of CHOP induction in ER stress response | inhibition, % at 10 µM | actives 3.8% (n = 220,000) | CHO-K1 CHOP-promoter luciferase, tunicamycin-induced, 15-18 h;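 active = compounds that reduced the stress-induced luciferase reporter signal by more than about 70% of percent inhibition, limit read from the data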;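 note: 0% = tunicamycin plus vehicle and 100% = wells without tunicamycin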
Ba/F3 V617F tox – reduce viability of Ba/F3 cells dependent on JAK2V617F; Ba/F3 EpoR-JAK2V617F viability, ATP luminescence; inhibition, % at 5.6 µM; actives 1.1% (n = 220,000); AID 1446;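 active = inhibition above the campaign mean plus 3 SD over all tested compounds, cut at about 24% in these data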;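 note: cytokine-independent growth of Ba/F3 cells driven by EpoR plus mutant JAK2; 0% = DMSO-treated cells and 100% = JAK inhibitor I control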
p47phox inh – blocks human p47phox regulatory protein of NADPH oxidases | p47phox/p22phox peptide binding, fluorescence polarization, 2 h | inhibition, % at 24.7 µM | actives 0.53% (n = 220,000) | AID 1274;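 active = inhibition above about 30%, limit read from the data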;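 note: 0% = p47phox with labelled peptide and 100% = labelled peptide alone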
NPY Y1 blocker – blocks the human neuropeptide Y Y1 receptor | P25929 | HEK293-CNG Y1 cells, membrane potential fluorescence; NPY at EC95, then isoproterenol | inhibition, % at 3.6 µM | actives 1% (n = 200,000);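 active = inhibition above the campaign mean inhibition of all tested compounds plus 3 SD, cut at about 20% in these data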;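 note: 0% = DMSO wells given NPY plus isoproterenol and 100% = isoproterenol alone without NPY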
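Material: HEK293 Y1/CNG channel cell line | Also added: NPY (25 nM), isoproterenol (1 µM), Ro 20-1724 (25 µM) | Compound: One concentration, 3.6 µM, in 0.4% DMSO | Schedule: 3 h dye uptake, 1 h room-temperature compound, 45 min post-isoproterenol | Signal: Membrane-potential fluorescent dye readout | Read-out: % inhibition of NPY effect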
NPY1 pot ag – potentiates or activates human NPY-Y1 receptor | P25929 | NPY-Y1 expressing cells, potentiator/agonist activation | activation, % at 3.6 µM | actives 0.37% (n = 220,000) | AID 1304; in the data active = activation above about 33%, passing the limit was not always enough;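 note: cells stimulated with NPY at EC10 then isoproterenol at EC100; 0% = low agonist plus stimulus and 100% = saturating agonist plus stimulus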
An asterisk follows results filed as active; . = not tested or not shown.

The line under a structure holds: NPY-Y2 PAM-ag, S1P4 agonist, S1P4 antag, BaF3 parental, CHOP inhibitor, Ba/F3 V617F tox, p47phox inh, NPY Y1 blocker, NPY1 pot ag
> Cc1ccc(-c2csc(N3C(=N)SCC3=O)n2)cc1
    14, 0.6, -3, -5, -23, -1, -20, ., 25
> O=C(NCc1cccnc1)c1ccc(S(=O)(=O)N2CCCCC2)cc1
    -2, 1.7, 2, 4, 10, -1, -2, 5, 0
> COc1ccc(S(=O)(=O)CC2(O)CCN(C(=O)CC(C)C)CC2)cc1
    -10, -0.2, -12, 6, 6, -1, 1, 5, 6
> COc1ccc(CNC(=O)Cn2ncn3c(cc4ccccc43)c2=O)cc1
    -21, 1.4, -9, 4, 15, -3, 10, ., -29
> NS(=O)(=O)c1ccc(N/N=C/c2cn(-c3ccccc3)nc2-c2cccs2)cc1
    4, -0.8, -8, 7, 53, 0, -12, 1, -4
> Cc1ccc2sc(-c3ccc(NC(=O)/C=C\C(=O)O)cc3)nc2c1
    18, 0.9, 18, 9, -1, 1, -2, -5, 7
> Cc1nn(C(C)C(=O)Nc2ccc3c(c2)OCO3)c(C)c1[N+](=O)[O-] (stereo not given)
    -15, -0.6, -1, 2, -14, -2, ., -5, 18
> CC(=C1C(=O)c2ccccc2C1=O)N1CCN(c2ccccn2)CC1
    0, 1.2, -10, 2, 2, -5, -18, 5, 1
> CCn1nnnc1SCC(=O)c1cc(Cl)ccc1OC
    -1, -0.3, 1, 5, 21, -1, -7, -3, 14
> O=C(CSc1nnc(CNC(=O)c2ccco2)o1)NC1CCCC1
    -17, -2.1, -7, 2, -12, -2, -9, -1, -2
> Cc1ccc(NC(=O)CCC(=O)OCCCC(F)(F)C(F)(F)F)cc1
    9, 1.4, -10, 0, 22, -5, -8, 0, 3
> Cc1nn(-c2cc(C)c3ccccc3n2)c2c1C1C(C2)C1(C)C (stereo not given)
    -8, 5.6, -23, 0, 14, 3, -4, 9, -32
> COc1ccccc1CNC(=O)C(CC(C)C)NS(=O)(=O)c1ccc2c(c1)oc(=O)n2C (stereo not given)
    15, -0.7, -9, 1, -21, 0, -12, 9, 1
> COC(=O)[C@@]1(Cc2ccc(F)cc2)[C@H]2c3cc(C(=O)N4CCCC4)n(CCc4ccccn4)c3C[C@H]2CN1C(=O)c1ccccc1
    1, 0.8, 0, 9, 32, 3, -40, 5, 8
> COC(=O)CC1COc2ccccc2N1C(=O)c1ccc(OC)cc1 (stereo not given)
    -9, 0.3, -6, 4, 9, -2, -17, -2, 2

An excerpt from above in order of their number in NPY1 pot ag, high to low.
| SMILES | NPY-Y2 PAM-ag | S1P4 agonist | S1P4 antag | CHOP inhibitor | p47phox inh | NPY Y1 blocker | NPY1 pot ag |
| --- | --- | --- | --- | --- | --- | --- | --- |
| COc1ccc(S(=O)(=O)CC2(O)CCN(C(=O)CC(C)C)CC2)cc1 | -10 | -0.2 | -12 | 6 | 1 | 5 | 6 |
| O=C(CSc1nnc(CNC(=O)c2ccco2)o1)NC1CCCC1 | -17 | -2.1 | -7 | -12 | -9 | -1 | -2 |
| Cc1nn(-c2cc(C)c3ccccc3n2)c2c1C1C(C2)C1(C)C (stereo not given) | -8 | 5.6 | -23 | 14 | -4 | 9 | -32 |

The list continues:
The line under a structure holds: NPY-Y2 PAM-ag, S1P4 agonist, S1P4 antag, BaF3 parental, CHOP inhibitor, Ba/F3 V617F tox, p47phox inh, NPY Y1 blocker, NPY1 pot ag
> CCn1c(SCC(=O)n2nc(C)cc2C)nnc1-c1ccc2c(c1)OCO2
    16, 4.7, -3, 2, -1, -1, 1, -6, 6
> O=C(C1CCC1)N(CCc1ccccc1)Cc1nc2ccccc2c(=O)[nH]1
    13, 1.3, 2, 1, 24, -2, -21, -5, 9
> COCCn1c(SCC(=O)Nc2ccccc2C)nc2c(oc3ccccc32)c1=O
    -15, 1.7, -17, 5, 79*, -1, 29, 3, 3
> C#CCOCCOCCOCCNc1nc(N2CCOCC2)nc(N2CCN(C(=O)Cn3cc(CC(C)O)nn3)CC2)n1 (stereo not given)
    15, 1.1, 4, 1, 3, -2, 1, -1, -5
> CC(=O)Oc1ccccc1/C=C1\CCOC1=O
    -8, -0.9, -5, 4, 4, 4, -6, 3, 12
> O=S(=O)(c1ccccc1)c1nc(-c2ccco2)oc1NCCCn1ccnc1
    -6, -1.4, -13, -2, -27, -5, -7, -1, 3
> COc1ccc(NC2=Nc3ccccc3N3C2=Nc2c(c(C)nn2-c2ccc(C)cc2)C3c2cccnc2)cc1 (stereo not given)
    -15, -0.1, -5, 2, 26, -3, -7, 1, -10
> CCc1ccc(NC(=S)N2CCN(c3cccc(OC)c3)CC2)cc1
    -5, -0.8, 1, -2, 72*, -3, -7, -2, 17
> CCCN1C(=O)CC(Sc2ncccc2C(=O)O)C1=O (stereo not given)
    0, 0.6, -4, -4, 22, -2, -9, ., 14
> O=C(/C=C/c1ccccc1)N1CCN(c2c(Cl)cccc2[N+](=O)[O-])CC1
    -1, -1.6, -9, -1, -5, -3, 12, 18, -14
> CC(C)NC(=S)N=Nc1c(O)[nH]c2ccc([N+](=O)[O-])cc12
    35*, 1.3, -11, 9, 34, -1, -7, -1, 23
> C/C=C/c1ccc(OCCCCOc2ccccc2C(C)=O)c(OC)c1
    -16, 0.6, -7, 5, 61, -1, -7, -1, -17
> COCCN1C(=O)N[C@@H](c2cccs2)C(C(=O)OC)=C1C
    -3, 0.1, -12, 2, -3, -2, -2, -7, -9
> CCNS(=O)(=O)c1ccc(NC(=O)c2ccccc2OCC)cc1
    -11, 1.4, -21, 5, 3, 1, -6, 0, -1
> Cn1c(CN2CCCCC2)nc2cc(NC(=O)c3cccs3)ccc21
    3, -1.4, -15, 1, -5, -1, -3, 1, 6

Some entries already given, limited to NPY-Y2 PAM-ag and CHOP inhibitor.
SMILES,NPY-Y2 PAM-ag,CHOP inhibitor
Cn1c(CN2CCCCC2)nc2cc(NC(=O)c3cccs3)ccc21,3,-5
CCCN1C(=O)CC(Sc2ncccc2C(=O)O)C1=O (stereo not given),0,22

The listing continues.
The line under a structure holds: NPY-Y2 PAM-ag, S1P4 agonist, S1P4 antag, BaF3 parental, CHOP inhibitor, Ba/F3 V617F tox, p47phox inh, NPY Y1 blocker, NPY1 pot ag
> COc1ccc(C2/C(=C(/O)c3ccccc3)C(=O)C(=O)N2CC(C)O)c(OC)c1 (stereo not given)
    0, 0.7, -7, 0, 10, 2, -4, -1, 7
> CC1(C)Cc2ccccc2-c2nc(NCCCO)[nH]c(=O)c21
    5, -0.6, 4, -2, 12, -1, -2, ., 11
> O=C(Nc1ccncc1)C1CC1c1ccccc1 (stereo not given)
    -1, -2.0, 3, 5, 26, 1, -5, -3, 2
> COc1ccc(NC(=O)C2CC(=O)n3c(nc4ccccc43)N2)cc1 (stereo not given)
    -1, 0.7, 1, 3, 0, 4, 0, ., 6
> CC(C)NC(=O)c1ccccc1NC(=O)/C=C/c1cccc([N+](=O)[O-])c1
    9, 0.5, -9, 6, 107*, 0, -12, 4, -4
> Cc1ccc(SCc2nc3ccccc3n2CC(=O)Nc2ccccc2)cc1
    -10, 0.2, 4, 6, 34, 4, -191, -3, -21
> CCNC(=O)NC(=O)c1csc([N+](=O)[O-])c1
    1, 0.1, -14, 6, 21, -2, -1, ., 8
> CCOC(=O)c1c(C)oc2ccc(O)c(CN(C)C)c12
    53*, 1.1, -14, 1, 38, -4, 1, -8, 61*
> Cc1ccc(S(=O)(=O)N2CCOCC2)cc1C(=O)Nc1ccc(-c2cn3ccsc3n2)cc1
    10, -1.1, -24, 7, 22, 2, -11, -5, 8
> Cc1nc2ccccc2c2nc(N)nn12
    -5, -1.9, 4, -3, 3, -6, -22, 6, -16
> Cc1ccc(C(=O)NCC(=O)O)cc1S(=O)(=O)N1CCCCC1
    4, -0.2, -15, 2, -12, -1, -3, 0, 18
> COc1ccc(NC(=O)C2CCCN2C(=O)Nc2ccccc2)cc1OC (stereo not given)
    1, -3.0, -5, 2, 19, -4, -6, 1, -10
> COC(=O)C1=C(C)N(C)C(=O)NC1c1ccccc1 (stereo not given)
    4, -1.3, -35, 2, -2, 2, -5, -1, -16
> COc1cccc(NC(=O)COc2ccccc2C(N)=O)c1
    -12, 1.4, -1, -2, 19, -2, -1, -4, -10
> C=C(C)CC(Nc1ccc(OC)cc1)c1ccco1 (stereo not given)
    8, 1.2, 1, 5, 8, -3, -2, 7, -1

The list goes on, overlapping the part above by 3 compounds.
The line under a structure holds: NPY-Y2 PAM-ag, S1P4 agonist, S1P4 antag, BaF3 parental, CHOP inhibitor, Ba/F3 V617F tox, p47phox inh, NPY Y1 blocker, NPY1 pot ag
> COC(=O)C1=C(C)N(C)C(=O)NC1c1ccccc1 (stereo not given)
    4, -1.3, -35, 2, -2, 2, -5, -1, -16
> COc1cccc(NC(=O)COc2ccccc2C(N)=O)c1
    -12, 1.4, -1, -2, 19, -2, -1, -4, -10
> C=C(C)CC(Nc1ccc(OC)cc1)c1ccco1 (stereo not given)
    8, 1.2, 1, 5, 8, -3, -2, 7, -1
> Cc1nn(Cc2ccccc2)c(C)c1NC(=O)CSc1nc2c(c(C(F)(F)F)n1)CCc1ccccc1-2
    -5, 1.4, -22, 5, 32, -1, 42*, 2, -9
> O=C(CSc1nnc(CCc2ccccc2)n1-c1ccc(Cl)cc1)NCc1ccccc1
    2, 1.9, -17, 2, 52, -1, 1, 4, -11
> O=C(Nc1ccc(Cl)c(Cl)c1)Nc1cc(C(=O)NC2CC2)ccc1Cl
    8, -0.3, 4, 6, 36, -3, -12, 0, -7
> Nc1nc(NCc2ccco2)nc(N2CCCCCC2)c1[N+](=O)[O-]
    5, 0.8, -16, 0, 49, -1, -7, -6, 15
> O=C(NCCN1CCCCC1)c1ccc(=O)oc1
    4, -0.3, -10, 1, 7, -4, -5, 3, 5
> Nc1nc(-c2ccccn2)nc(N)c1Cc1ccc(Cl)cc1Cl
    -10, 3.5, -40, 4, 46, 0, 1, 4, 1
> CCOc1cc(-c2noc(CCCC(N)=O)n2)cc(Br)c1OC
    -1, -0.2, 1, 3, 35, -2, -17, -1, -1
> O=C(Nc1ccccc1O)c1cc(S(=O)(=O)N2CCOCC2)c(Cl)cc1Cl
    3, 0.3, 0, 5, 12, 3, -3, -7, 15
> Cc1cc(OC(=O)c2ccc(S(=O)(=O)N3CCCCC3)cc2)c([N+](=O)[O-])c(=O)[nH]1
    -19, -1.9, 3, 2, -13, 2, -5, 4, 9
> O=C(COC(=O)/C=C/c1cccc([N+](=O)[O-])c1)NCc1ccco1
    -16, 0.7, -16, 9, -4, 2, 4, 1, -2
> C=CCNc1nc(Cl)nc(Nc2ccc(OCC)cc2)n1
    6, 1.1, -3, 3, 3, -5, -2, 3, -1
> CC1(C)Oc2ccc3ccc(=O)oc3c2-c2cn[nH]c21
    -5, 1.2, -4, 12, 26, 8, -9, 4, -10
> CN(C)CCCNC(=O)c1ccccn1
    4, 1.4, -13, 1, -10, -4, -10, 2, -4
> O=C(CCl)Nc1cccc2ncccc12
    7, 0.2, -5, 3, -40, 2, -6, -1, -17
> O=C1c2cnc3nc(SCc4ccc(Cl)cc4)nn3c2CC2c3ccccc3CCN12 (stereo not given)
    19, -0.7, 6, -1, -7, -2, -7, 18, -2
> O=C(CSc1nccn1-c1cccc(Cl)c1)NO
    -19, -3.4, 13, 0, 18, 4, -15, -3, -14
> Nc1c(C(=O)NCc2ccc3c(c2)OCO3)c2nc3ccccc3nc2n1CCCN1CCOCC1
    -5, 7.8, 2, 2, ., 2, -23, 12, -10

Source: PubChem (several laboratories)
